# Assay outcomes: PubChem BioAssay, Broad Institute
# RAD52 anneal inh = inhibitors of human RAD52 DNA annealing; recombinant RAD52 DNA annealing, FRET fluorescence; inhibition, % at 18.7 µM; 360,000 compounds, 0.46% hits; AID 651710; P43351;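 active = every replicate showing at least 50% inhibition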
# Target sequence (P43351 whole entry, looked up): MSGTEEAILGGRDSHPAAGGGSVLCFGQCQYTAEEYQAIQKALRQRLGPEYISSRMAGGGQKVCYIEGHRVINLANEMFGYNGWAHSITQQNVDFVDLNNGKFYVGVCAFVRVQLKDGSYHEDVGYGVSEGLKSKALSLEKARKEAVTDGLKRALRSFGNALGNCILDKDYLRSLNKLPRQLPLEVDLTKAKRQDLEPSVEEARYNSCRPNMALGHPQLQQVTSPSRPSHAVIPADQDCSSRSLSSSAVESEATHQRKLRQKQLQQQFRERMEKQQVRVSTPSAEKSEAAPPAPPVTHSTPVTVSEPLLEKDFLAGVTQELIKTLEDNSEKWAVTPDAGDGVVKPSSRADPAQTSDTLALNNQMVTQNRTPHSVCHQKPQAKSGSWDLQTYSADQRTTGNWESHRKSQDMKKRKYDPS
# PGC1a acetyl inh = lowers PGC1a acetylation signal in U2OS cells; AlphaScreen anti-acetyl-lysine; with virally co-expressed GCN5 acetyltransferase; inhibition, % at 15.6 µM; 350,000 compounds, 0.17% hits; AID 651687;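 active = every replicate shows inhibition of at least 40%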;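 also: 0% = neutral control wells and 100% = positive control wells; some results beyond the cut were filed as inactive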
# ERAP1 HTS inh = blocks human ERAP1 aminopeptidase activity; recombinant ERAP1, Leu-AMC fluorescence, 60 min; 340,000 compounds, 0.15% hits; Q9NZ08; inhibition, % at 10.7 µM;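 active = mean replicate inhibition of at least 30%, or all replicates individually reaching that 30% level; inactive = mean below 30% and not every replicate reaching it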;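 also: 0% = neutral control wells and 100% = L-leucinethiol positive control wells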
# Active calls of the source: *; i = inactive.
SMILES | RAD52 anneal inh | PGC1a acetyl inh | ERAP1 HTS inh
CCOC(=O)c1cc(NC(=O)/C=C\C(=O)O)ccc1Cl | -15.5 | -1.4 | 6.3
CCC(=O)Nc1ccc2c(c1)nc1n2CCN(C2CCCCC2)C1 | -15.4 | 4.3 | -5.9
COc1ccc(-c2ccc(CCC(=O)O)o2)cc1 | -26.1 | 3.3 | 2.6
O=C(CCC(=O)NNC(=O)Nc1cccc(Cl)c1)NCc1ccccc1 | -6.6 | -2.1 | 5.1
C=C(C)Cn1cnc2c(oc3nc4c(cc32)CCCC4)c1=O | -21.1 | 2.8 | 1.3
O=C(CC1C(=O)NCCN1Cc1ccc(-c2ccccc2)cc1)NCCc1ccccn1 (stereo not drawn) | -12.3 | -6.9 | -1.5
CC1(C)CC(=O)c2ccc(O)cc2O1 | -28.3 | 5.5 | -2.5
Cc1ccccc1NS(=O)(=O)CCCCC(Cl)(Cl)Cl | -9.0 | -14.5 | 3.3
COc1ccc(CCn2c(C(C)C)nc3oc4ccccc4c(=O)c3c2=O)cc1 | -3.4 | -6.3 | -0.8
CC(Nc1nc(-c2ccc3c(c2)NC(=O)CO3)cs1)c1ccccc1 (stereo not drawn) | -7.4 | -8.7 | 5.3
Cc1cccc(N2C(=O)c3cccc(Oc4ccc(Cl)cc4)c3C2=O)c1 | -11.2 | 9.1 | -0.6
O=C1c2cccc3cc([N+](=O)[O-])cc(c23)C(=O)N1c1ccccc1O | -12.7 | -12.7 | 2.2
Cc1ccncc1C(N)=O | 0.6 | -1.4 | -0.8
COc1cc(C(=O)NNC(=S)Nc2ccc(S(N)(=O)=O)cc2)cc(OC)c1OC | 5.5 | 8.3 | 6.6
CCS(=O)(=O)Nc1ccccc1C(N)=O | -11.2 | -3.4 | 2.9

# Reprinted from the part before: 4 entries; new compounds follow.
SMILES | RAD52 anneal inh | PGC1a acetyl inh | ERAP1 HTS inh
O=C1c2cccc3cc([N+](=O)[O-])cc(c23)C(=O)N1c1ccccc1O | -12.7 | -12.7 | 2.2
Cc1ccncc1C(N)=O | 0.6 | -1.4 | -0.8
COc1cc(C(=O)NNC(=S)Nc2ccc(S(N)(=O)=O)cc2)cc(OC)c1OC | 5.5 | 8.3 | 6.6
CCS(=O)(=O)Nc1ccccc1C(N)=O | -11.2 | -3.4 | 2.9
CC(C)(C)C(=O)Nc1sc2c(c1C#N)CCC2 | -8.5 | -1.9 | 0.6
COc1ccc(N2CCN(C(CNC(C)=O)c3ccco3)CC2)cc1 (stereo not drawn) | -10.7 | -5.4 | -2.5
CCC(C)n1c(OC)nc2c1c(=O)n(C)c(=O)n2C (stereo not drawn) | -19.0 | 2.9 | 0.2
CC(C)CC(NS(=O)(=O)c1ccc2[nH]c(=O)c(=O)[nH]c2c1)C(=O)O (stereo not drawn) | -11.6 | 2.2 | 2.5
CC(C)Cc1nn2c(N)c(/C=C3\C=Nc4ccccc43)c(=O)nc2s1 | i | 5.3 | 2.3
Cn1nc(C(F)(F)F)c(-c2ccccc2)c1N | -6.8 | -1.0 | -1.9
COc1cccc2cc(/C(=N/O)c3ccc(Br)cc3)oc12 | 5.7 | -6.0 | 0.0
COc1cc(OC)c(/C=N/NC(=O)c2ccc(NC(C)=O)cc2)cc1Br | -10.5 | 2.3 | 0.5
COc1cc(C(=O)NCC(=O)OCc2cc(=O)oc3c(C)c(C)ccc23)cc(OC)c1OC | -19.1 | 1.8 | -3.5
CCn1cc(C(=O)O)c(=O)c2cc(F)c(N3CCN(C(=S)NC(=O)c4cccc(F)c4)CC3)cc21 | -3.1 | -5.9 | -3.1
C/C(=N\Nc1cccc(Cl)c1)c1ccncc1 | -15.1 | -12.1 | -2.5
Cc1oc(-c2ccccc2Cl)nc1CSc1nc2c(c(=O)[nH]1)CCCC2 | -16.6 | 14.8 | -6.9
COc1ccc(C(C(=O)NC2CCCC2)N(Cc2cccs2)C(=O)c2ccn[nH]2)cc1OC (stereo not drawn) | -14.1 | 3.9 | -6.2
COc1ccccc1NC(=O)Nc1nnc(CC(=O)Nc2cccc(C)c2)s1 | -26.1 | 5.9 | -1.0
CN(CC(=O)NC1CCCc2ccccc21)C1CCCCC1 (stereo not drawn) | -1.7 | 0.5 | 3.8
CC(=O)c1ccccc1N(C(=O)c1ccco1)C(C(=O)NC1CCCC1)c1ccc(N2CCOCC2)cc1 (stereo not drawn) | -5.4 | 3.9 | -0.7
CCS(=O)(=O)N1Cc2ccccc2CC1C(=O)Nc1cccc(C)c1 (stereo not drawn) | -12.6 | -4.8 | 0.9
Nc1ccc(C(=O)N(CCO)CCO)cc1 | -20.0 | -7.0 | -6.3
Cc1nc([N+](=O)[O-])c(SCC(O)CCl)n1Cc1ccc(Cl)cc1 (stereo not drawn) | 5.0 | 1.9 | 1.9
CO/N=C/C(=N\Nc1cc(OC)cc(OC)c1)C(=O)c1ccccc1 | -0.7 | -0.8 | -1.5
O=C(CSc1ncnc2ccccc12)Nc1cccc(S(=O)(=O)N2CCOCC2)c1 | -94.8 | -10.7 | -1.0
Cc1ccc(-c2nnn(CC(=O)Nc3nnc(C(C)C)s3)n2)cc1 | -5.4 | 8.5 | -1.4
Cn1c(=O)c(Sc2ccccc2)c(O)c2ccccc21 | -1.5 | 4.0 | -3.3
Cc1ccnc(SCC(=O)c2cccs2)n1 | -4.1 | 2.1 | -0.6
O=c1[nH]c(Nc2ccc3c(c2)OCCO3)nnc1Cc1ccccc1 | -12.9 | -5.2 | -0.7
Cc1cc(C(C)(C)C)oc1C(=O)N(CC(=O)NC1CCCC1)c1c(C)cccc1C | -13.3 | -35.0 | -0.8
Cc1cc(C(C)(C)C)oc1C(=O)N(CC(=O)NC1CCCC1)Cc1ccccc1Cl | -5.2 | -15.5 | 8.0
CC1CCCCN1C(=O)CSc1nc2ccccc2[nH]1 (stereo not drawn) | -7.1 | 2.5 | 8.2
Cc1cc(C)c2c(=O)n(CC(=O)NC3CCCC3)sc2n1 | -7.8 | 1.1 | -1.8
C/C(=N\O)c1ccc(Cl)cc1Cl | -1.6 | 3.1 | -1.4
Oc1ccc(/C=N/NC(=S)NCCN2CCOCC2)c(O)c1 | -7.8 | 0.6 | -0.6
CCn1ccnc1CN1CCc2c([nH]c3ccccc23)C1C1CCCCC1 (stereo not drawn) | -6.2 | -6.5 | -1.1
COC(=O)c1sc(NC(=O)CSc2nc3nc(C)cc(C)n3n2)c(C(=O)OC)c1C | -35.2 | 6.7 | -3.4
Cc1cc(CNC(=O)CC2C(=O)NCCN2Cc2ccccc2C(F)(F)F)on1 (stereo not drawn) | -31.5 | 4.6 | -0.1
O=C1C2C3C=CC(CNS(=O)(=O)c4ccccc4[N+](=O)[O-])(O3)C2C(=O)N1c1ccccc1 (stereo not drawn) | 3.5 | 5.3 | 0.4
COc1ccc(/C=N/NC(=O)c2cccc(NC(=O)c3ccccc3Cl)c2)cc1OC | -23.5 | 5.4 | -2.2
CC(=C/C(=O)O)/C(=C\c1ccc(Br)o1)C(=O)O | -8.0 | -2.1 | 1.6
O=C1Oc2ccccc2C(=O)/C1=C/c1ccccc1O | -3.0 | 1.7 | -5.1
O=C(NC(=S)Nc1ccc(S(=O)(=O)Nc2ncccn2)cc1)c1ccc(Br)cc1 | -18.0 | 5.8 | -2.4
COc1ccc(-n2ccnc2SCC(=O)NO)cc1 | -0.8 | 11.5 | 1.6
CCn1c(SCC(=O)NCC2CCCO2)nnc1-c1ccccc1OC (stereo not drawn) | -5.4 | 1.0 | -6.0
CCOc1ccc(C(=O)N(CN2CCCC2=O)c2cccc(Cl)c2)cc1 | -2.6 | -0.2 | -0.4
Cc1nnc(SCC(=O)Nc2ccccc2)n(N)c1=O | -10.4 | 7.6 | 4.7
COc1cc(S(=O)(=O)N2CCOCC2)ccc1NC(=O)COc1ccc(N(C)S(=O)(=O)c2ccc(C)cc2)cc1 | -10.5 | -3.5 | -1.9
COc1ccc(C(C)=O)cc1CSc1ccc(S(=O)(=O)N2CCCCC2)cn1 | -12.2 | -4.0 | 0.6
C=CC[n+]1c(C)csc1Nc1cccc(Br)c1 | 5.1 | 4.4 | -2.3
CC(C)(C)C(=O)Nc1nc2c(s1)CN(Cc1ccccc1)CC2 | -39.7 | 1.3 | -3.8
CCCC#Cc1ccc(CC[C@H]2O[C@H]3CC[C@@H](CO)O[C@H]3C[C@H]2n2cc(C(C)(C)O)nn2)cc1 | -3.2 | -1.1 | 0.2
Cc1ccc2c(C)cc(=S)[nH]c2c1 | -15.3 | 3.2 | 0.0
CC[n+]1ccccc1/C=C/Nc1ccccc1 | 3.2 | -0.5 | 18.2
CCOC(=O)NC(=O)COC(=O)c1ccc(O)cc1 | -1.8 | -5.5 | 2.5
CCc1nc2ccccc2n1Cc1ccc(F)cc1 | -12.1 | -1.0 | -7.1
Cc1ccc(C)c(NC(NC(=O)c2ccccn2)C(Cl)(Cl)Cl)c1 (stereo not drawn) | -14.9 | -9.9 | -4.8
CCC1CCCCN1CCCNC(=O)c1ccc(N2CCOCC2)c(NS(=O)(=O)c2ccc(OC)cc2)c1 (stereo not drawn) | -7.7 | -9.6 | -4.0
CCCc1nnc(SCC(=O)N(CC)CC)n1CC1CCCO1 (stereo not drawn) | -4.0 | -1.7 | -2.8
CSc1c(-c2ccccn2)c(N)nn1C(=O)C1CC1 | -5.0 | -2.6 | -5.4
CCC(Sc1nc2cc(OC)c(OC)cc2c(=O)n1Cc1ccc(OC)cc1)C(=O)NCCOC (stereo not drawn) | -12.3 | 8.4 | -7.5
Cc1cccc(NC(=O)c2cc([N+](=O)[O-])ccc2N2CCN(C)CC2)c1 | -10.2 | -1.0 | 1.0
COc1ccc(NC(=S)NC2CC3CCC(C2)N3Cc2ccco2)cc1 (stereo not drawn) | -10.1 | -10.3 | -6.5
COc1ccc(C(=O)COC(=O)CCc2nc3ccccc3[nH]c2=O)cc1Br | -38.1 | 2.4 | -1.1

# The listing continues:
SMILES | RAD52 anneal inh | PGC1a acetyl inh | ERAP1 HTS inh
COc1ccc(CN2CSC(=S)N(Cc3ccc(OC)cc3)C2)cc1 | -14.9 | -3.8 | 0.8
Cc1noc(C)c1CS(=O)(=O)c1ccc([N+](=O)[O-])cc1 | -7.6 | -9.7 | -2.1
O=C(NN1C(=O)c2ccccc2NC1c1ccc([N+](=O)[O-])o1)c1ccccc1 (stereo not drawn) | 8.8 | -22.3 | -0.4
Cc1cc(C)c(S(=O)(=O)C(C)C)c(=O)[nH]1 | -22.1 | 7.6 | 1.4
CSc1nn2c(C(F)(F)F)cc(C(F)(F)F)nc2c1C(N)=O | -21.3 | 7.1 | -2.6
Cc1noc(NS(=O)(=O)c2ccc(N/C=C\C(=O)c3ccccc3)cc2)c1C | -21.6 | -1.2 | 4.2
CC1CC(=O)C2=C(C1)Nc1nc3ccccc3n1C2c1cccnc1 (stereo not drawn) | -16.8 | 3.4 | 2.9
Cc1ccc(OCC(=O)NCCc2nc3ccccc3[nH]2)c(C)c1 | -16.4 | -1.3 | 12.2
O=C(CCN1C(=O)/C(=C/c2cccs2)SC1=S)NNC(=O)c1cccc(O)c1 | -103.7 | 4.5 | 4.3
COc1ccc(Sc2nc(-c3ccccc3)ncc2C(=O)O)cc1 | -3.3 | 7.6 | 1.4
COC(=O)c1c(C)noc1-c1ccc(Cl)cc1 | -10.5 | -0.5 | 0.1
O=C(NCc1cccnc1)C(=O)NCC(c1ccco1)N1CCOCC1 (stereo not drawn) | 13.6 | -2.6 | -3.0
Cc1ccc(NC(=O)COC(=O)c2ccc3c(c2)OCCO3)cc1S(=O)(=O)N1CCOCC1 | 5.9 | -1.8 | -1.0
COc1cc(NC(=O)CSc2nnc3c(C)cc4c(C)ccc(C)c4n23)c(C(=O)O)cc1OC | 0.6 | 6.5 | 0.4
COc1ccccc1NC(=O)NCc1ccco1 | -8.9 | 2.1 | 1.3

# A draw from above in order of formula weight, high to low:
SMILES | RAD52 anneal inh | PGC1a acetyl inh | ERAP1 HTS inh
O=C(CCN1C(=O)/C(=C/c2cccs2)SC1=S)NNC(=O)c1cccc(O)c1 | -103.7 | 4.5 | 4.3
Cc1ccc(OCC(=O)NCCc2nc3ccccc3[nH]2)c(C)c1 | -16.4 | -1.3 | 12.2
Cc1cc(C)c(S(=O)(=O)C(C)C)c(=O)[nH]1 | -22.1 | 7.6 | 1.4

# Later entries:
SMILES | RAD52 anneal inh | PGC1a acetyl inh | ERAP1 HTS inh
CCNC(=O)NC(=O)C(C)Oc1ccc(Br)cc1Br (stereo not drawn) | -8.7 | -8.1 | 2.7
CCn1nnnc1NC(=O)c1cc(Cl)c(OC)c(Cl)c1 | -10.1 | -3.5 | -1.3
O=c1c2cc(N3CCOCC3)ccc2[nH]c(=S)n1CCc1ccccc1 | -10.6 | -1.4 | -0.6
Nc1ccc(C(=O)Nc2ccc3nc(-c4ccncc4)[nH]c3c2)cc1 | -8.6 | -14.1 | 6.2
COc1ccc(NC(=S)NC(=O)CC(C)C)c(OC)c1 | -26.8 | 4.6 | 14.5
COc1ccc(N2C(=O)CC(SCc3ccc(Cl)cc3)C2=O)cc1 (stereo not drawn) | -18.0 | -0.1 | 1.1
O=C(NCC(c1ccco1)N1CCOCC1)c1ccc([N+](=O)[O-])cc1 (stereo not drawn) | -18.2 | 0.8 | 2.3
Cc1cc(/C=N/Nc2ccc([N+](=O)[O-])cn2)c(C)n1-c1cccc(C(=O)O)c1 | -16.7 | 11.4 | 11.8
COC(=O)COc1ccc(C2Nc3c(Cl)ccc(C(=O)O)c3C3C=CCC32)cc1 (stereo not drawn) | -53.9 | 5.0 | -47.7
c1ccc(-c2cccs2)nc1 | -9.4 | -1.5 | 1.8
CC(C)N1CCc2c(sc(NC(=O)CCc3ccccc3)c2C(N)=O)C1 | 5.8 | -4.2 | -0.9
O=c1cc(N2CCCCC2)c(-c2ccccc2)nn1Cc1ccc(F)cc1 | -11.5 | -8.4 | -0.9
Cc1ccc(NC(=O)c2c(F)cccc2Cl)cc1NS(C)(=O)=O | -12.3 | 1.8 | -0.7
Cc1ccc(N/N=C(\C#N)C(=N)N2CCCCC2)cc1 | -12.0 | 3.8 | 3.5

# These rows are one share of the data. The share of hits here may be higher or lower than overall.
